Assay outcomes deposited in PubChem BioAssay by National Center for Advancing Translational Sciences (NCATS).
uPA generation: blocks generation of uPA at the cell surface; cell surface uPA generation assay, qHTS; Potency, µM (titrated, usually from 38.3 µM), for inactives: at the highest dose activity change, negative = inhibition, hits mostly inhibitors; 330,000 tested, 0.31% active; active = well fitted inhibition curve with a large enough effect; inconclusive = small, poorly fitted or top-dose-only effect; inactive = no such curve, though single readings can be large or run the other way; tested in mouse RAW 264.7 cells; note: % is set by controls: 0 for no effect and ±100 for the full control effect; nearly all actives have a fitted effect of over 55% in size
RORgamma inh: ROR gamma (mouse) transcription inhibition; Drosophila S2 Gal4-RORgamma UAS-luciferase reporter, 20 h; Potency, µM (doses to about 53.6 µM), inactives show at the highest dose activity change, negative = inhibition, actives largely listed as inhibitors; 310,000 tested, 5.4% active; AID 2551; note: % is set by controls: 0 for no effect and ±100 for the full control effect; nearly all actives have a fitted effect of over 60% in size
Target sequence (P51450 whole entry, looked up, the tested form may be a part): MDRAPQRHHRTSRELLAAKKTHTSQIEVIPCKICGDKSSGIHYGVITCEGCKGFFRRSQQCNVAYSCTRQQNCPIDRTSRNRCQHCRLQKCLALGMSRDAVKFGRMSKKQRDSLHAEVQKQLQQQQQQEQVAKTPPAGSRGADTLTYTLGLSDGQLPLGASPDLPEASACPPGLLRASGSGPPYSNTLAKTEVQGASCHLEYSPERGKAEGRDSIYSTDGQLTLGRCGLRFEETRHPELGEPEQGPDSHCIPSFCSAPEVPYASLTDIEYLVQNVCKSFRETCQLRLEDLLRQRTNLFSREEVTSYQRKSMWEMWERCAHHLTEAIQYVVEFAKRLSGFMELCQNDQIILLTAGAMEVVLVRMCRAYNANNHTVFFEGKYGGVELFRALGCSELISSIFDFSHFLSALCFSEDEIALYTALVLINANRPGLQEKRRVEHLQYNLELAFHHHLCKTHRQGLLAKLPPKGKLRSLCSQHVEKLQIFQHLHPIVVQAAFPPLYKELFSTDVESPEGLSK
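Luciferase reporter read in Schneider cells carrying Gal4-RORγ (mouse) and UAS-Photinus luciferase; cells given compound 1 h before 700 uM copper sulfate induction, then incubated 20 h at ambient temperature.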
BRCA1 expr act: increases BRCA1 expression. MCF7-BRCA1-FFLuc reporter, luminescence, 48 h; response scale: scaled: vehicle 0%, 10 µM genistein 100%. Potency, µM (top dose mostly 46.1 µM), for the others: at the highest dose activation, hits mostly activators. 380,000 tested, 1.1% active; note: nearly all actives have a fitted effect of over 80% in size; some results filed as inactive show a strong effect at the top dose
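Cells: MCF7-BRCA1-FFLuc, 2000/well. Exposure: 48 h, 37 °C, 5% CO2. Read: luminescence, 15 min post-substrate. Controls: genistein 10 microM (maximal activation), DMSO (neutral).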
NPC1 prom act: NPC1 promoter activation; Huh7 NPC1 promoter luciferase reporter, 24 h; Potency, µM (highest dose often 9.22 µM), for inactives: at the highest dose activation, usual class: activators; 320,000 tested, 2.4% active; AID 485313;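 note: % of control where 0% means no effect; nearly all actives have a fitted effect of over 60% in size; reporter is driven by a mutant NPC1 promoter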
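Quantitative HTS used a cell-based reporter: Huh7 cells stably bearing the NPC1 promoter upstream of luciferase were treated with compounds for 24 h, and promoter activation was read as luminescence.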
Rab9 promoter act: activators of Rab9 promoter; Huh7 Rab9 promoter-luciferase reporter, luminescence, 24 h; Potency, µM (series often up to 9.22 µM), without a hit: at the highest dose activation, negative = inhibition, usual class: activators; 320,000 tested, 2.8% active; note: % of control where 0% means no effect; nearly all actives have a fitted effect of over 60% in size
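Huh7 reporter line, Rab9 promoter upstream of luciferase. Compound exposure 24 h at 37 °C in reduced-serum medium with 10% FBS. Read-out: luminescence.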
Gal4-VP16 FLuc: Gal4-VP16 reporter inhibition counter-screen; Drosophila S2 Gal4-VP16 UAS-luciferase, luminescence, 20 h; Potency, µM (highest dose often 53.6 µM), inactives show at the top dose activity, negative = inhibition, actives largely listed as inhibitors; 310,000 tested, 3.5% active;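 note: Gal4-VP16 expression switched on by copper sulfate through the metallothionein promoter; % is set by controls: 0 for no effect and ±100 for the full control effect; nearly all actives have a fitted effect of over 50% in size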
p53 reactivation: re-activators of mutant p53; H1299 p53-A138V BP100-luciferase reporter, luminescence, 24 h; Potency, µM (doses to about 92.2 µM), for inactives: top-dose activity change, positive = activation, actives largely listed as activators; 320,000 tested, 0.063% active; note: % of control where 0% means no effect; nearly all actives have a fitted effect of over 45% in size
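p53-null H1299 cells stably carrying temperature-sensitive p53-A138V and a BP100-luciferase reporter were pinned with compounds (4-point, 1:5 series) and held 24 hrs at 37 deg C. Luminescence was read 10 min after detection reagent.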
ELG1 genotoxic: genotoxicity induction in ELG1-luciferase HEK293T cells | AID 504466 | Potency, µM (series often up to 46 µM), for the others: top-dose activity change, positive = activation, hits mostly activators | HEK293T ELG1-luciferase reporter, luminescence, 16 h | 330,000 tested, 1.3% active; note: % of control where 0% means no effect; nearly all actives have a fitted effect of over 60% in size
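HEK293T cells expressing luciferase-tagged ELG1 were treated with compound or DMSO for 16 hr at 37°C. Luciferase activity was then read after 30 min with ONE-Glo at room temperature; rising signal flags genetic stress.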
MBNL1 CUG block: blocks human MBNL1 binding to CUG repeat RNA; Q9NR56; TR-FRET MBNL1-His/biotin-(CUG)12 binding, 665/545 ratio; Potency, µM (doses to about 57.5 µM), for the others: top-dose activity change, negative = inhibition, most hits filed as inhibitors; 280,000 tested, 0.036% active; AID 2675; active = well fitted inhibition curve with a large enough effect in the signal ratio, with a control signal flat, not every such curve was filed as active; inconclusive = small, poorly fitted or top-dose-only effect, or effect the other way, or a change in a side signal; inactive = no such curve, though single readings can be large or run the other way; the % refers to the signal ratio; note: % is set by controls: 0 for no effect and ±100 for the full control effect
Target sequence (Q9NR56 whole entry, looked up): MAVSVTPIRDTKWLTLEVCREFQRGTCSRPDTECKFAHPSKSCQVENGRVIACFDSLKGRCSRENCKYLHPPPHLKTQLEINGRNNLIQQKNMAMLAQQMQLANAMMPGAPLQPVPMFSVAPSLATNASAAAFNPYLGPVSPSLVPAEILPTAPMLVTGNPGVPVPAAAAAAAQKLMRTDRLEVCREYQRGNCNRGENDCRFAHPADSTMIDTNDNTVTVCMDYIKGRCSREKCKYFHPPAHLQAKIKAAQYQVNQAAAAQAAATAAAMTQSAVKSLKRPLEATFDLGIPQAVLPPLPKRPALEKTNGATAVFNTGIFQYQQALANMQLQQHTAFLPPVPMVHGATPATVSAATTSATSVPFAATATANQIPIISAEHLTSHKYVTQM
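Inhibition of protein-RNA binding appears as loss of TR-FRET between terbium anti-His antibody on MBNL1-His and streptavidin-XL665 on biotin-(CUG)12. Activity is normalized to buffer-only and uninhibited-complex controls.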
FLuc counter: firefly luciferase modulation, counter-screen for miR-21 project. P08659. purified FLuc, Km substrates, luminescence inhibition. Potency, µM (doses to about 57.5 µM), for inactives: at the top dose activity change, negative = inhibition, actives largely listed as inhibitors. 360,000 tested, 6.9% active. AID 588342;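 note: plate controls were vehicle for no effect and reference inhibitor for full effect; nearly all actives have a fitted effect of over 55% in size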
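Purified P. pyralis luciferase (10nM final) with 10uM D-luciferin and 10uM ATP (Km levels) in 50mM Tris acetate pH 7.5, 10mM Mg acetate, 0.01% Tween-20, 0.05% BSA; qHTS 6-point titration, ~60 µM downward; luminescence read.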
Starred values were filed as active, the others as inactive; ? = inconclusive; / = no result given; [ ] = remark or other dose. Unless noted, calls come from the whole dose curve; as a rule, active = well fitted curve in the direction sought with a large enough effect; inconclusive = small, poorly fitted or top-dose-only effect, or another doubt; inactive = no such curve, though single readings can be large; an effect the other way counts as inactive or inconclusive. Potency is the fitted concentration of half-maximal effect.

(1) COc1ccc(NC(=O)CN2C(=O)NC(C)(C3CC3)C2=O)cc1S(=O)(=O)N1CCOCC1 (stereo unspecified)
(2) CCCN(CC(=O)Nc1ccccc1OC)C(=O)c1cc(-c2cccs2)nn1-c1ccccc1
(3) CCC1CCCCN1C(=O)COC(=O)c1cc(=O)[nH]c2ccccc12 (stereo unspecified)
(4) O=C(c1cc(C2CC2)nn1-c1ccccc1)N1CCN(c2ncc(C(F)(F)F)cc2Cl)CC1
(5) CCc1ccc(C2N3CC4([N+](=O)[O-])CN2CC([N+](=O)[O-])(C3)C4(C)C)cc1 (stereo unspecified)
(6) Nn1nnc2ccccc21
(7) CN1C(=O)/C(=C2\SC(=S)N(CCCCCC(=O)O)C2=O)c2ccccc21
(8) COc1cccc(NC(=O)CN(C)C(=O)c2ccc3[nH]c4c(c3c2)CC(C)CC4)c1 (stereo unspecified)

assay / compound	1	2	3	4	5	6	7	8
ELG1 genotoxic	1%	-39%[inhibitor]	1%	-3%	4%	1%	-3%	-1%
uPA generation	0%	8%	-3%	7%	30%	-2%	-1%	-4%
FLuc counter	/	3%	/	1%	12%	-18%	3%	4%
BRCA1 expr act	-6%	-30%	-17%	-7%	14%	13%	-34%	-29%
Rab9 promoter act	-2%	-3%	/	2%	1%	2%[46.1 µM]	-5%	-6%
NPC1 prom act	1%	-10%	/	-3%	-2%	8%[46.1 µM]	-1%	-2%
MBNL1 CUG block	/	/	/	/	-2%	-6%	-2%	/
RORgamma inh	/	/	/	/	15%	16%	20%	/
Gal4-VP16 FLuc	/	/	/	/	-14%	-4%	4%	/
p53 reactivation	16%	-7%	10%	-4%	2%	-1%	10%	-5%

Copied from above: compounds 1–5
(1) COc1ccc(NC(=O)CN2C(=O)NC(C)(C3CC3)C2=O)cc1S(=O)(=O)N1CCOCC1 (stereo unspecified)
(2) CCCN(CC(=O)Nc1ccccc1OC)C(=O)c1cc(-c2cccs2)nn1-c1ccccc1
(3) CCC1CCCCN1C(=O)COC(=O)c1cc(=O)[nH]c2ccccc12 (stereo unspecified)
(4) O=C(c1cc(C2CC2)nn1-c1ccccc1)N1CCN(c2ncc(C(F)(F)F)cc2Cl)CC1
(5) CCc1ccc(C2N3CC4([N+](=O)[O-])CN2CC([N+](=O)[O-])(C3)C4(C)C)cc1 (stereo unspecified)

assay / compound	1	2	3	4	5
ELG1 genotoxic	1%	-39%[inhibitor]	1%	-3%	4%
uPA generation	0%	8%	-3%	7%	30%
FLuc counter	/	3%	/	1%	12%
BRCA1 expr act	-6%	-30%	-17%	-7%	14%
Rab9 promoter act	-2%	-3%	/	2%	1%
NPC1 prom act	1%	-10%	/	-3%	-2%
MBNL1 CUG block	/	/	/	/	-2%
RORgamma inh	/	/	/	/	15%
Gal4-VP16 FLuc	/	/	/	/	-14%
p53 reactivation	16%	-7%	10%	-4%	2%

Additional entries:
(9) Cc1c(Cl)cccc1NC(=O)CNCc1ccccc1F
(10) C/C(CC(=O)Nc1cccnc1)=N\NC(=O)C(C)Oc1ccc(Cl)cc1Cl (stereo unspecified)
(11) C=CCN(C(=O)C1CSC2(C)CCC(=O)N12)c1nc(-c2ccccc2)cs1 (stereo unspecified)
(12) Cc1cccc(C(=O)N2CCNC(=O)C2CC(=O)Nc2cccc(Cl)c2)c1 (stereo unspecified)
(13) O=c1oc2cc(O)ccc2cc1-c1ccccc1
(14) C[C@H]1CN([C@@H](C)CO)C(=O)Cc2cc(NC(=O)C3CC3)ccc2O[C@H]1CN(C)Cc1ccc(Oc2ccccc2)cc1
(15) N#Cc1cc([N+](=O)[O-])c(-n2nnc3ccccc32)c([N+](=O)[O-])c1
(16) CCNc1nc(Oc2ccc(C(=O)OCC)cc2)nc(N2CCOCC2)n1

assay / compound	9	10	11	12	13	14	15	16
ELG1 genotoxic	0%	2%	18µM*	4%	?	-6%	2%	-8%
uPA generation	-3%	5%	-1%	-1%	-17%	?	0%	/
FLuc counter	0%	-2%	-1%	0%	24µM*	/	-19%	-3%
BRCA1 expr act	7%	6%	4%	-2%	10µM*	-48%	2%	/
Rab9 promoter act	-5%	-5%	7%	-1%	4%	/	13%	0%
NPC1 prom act	-3%	-2%	1%	-4%	?	/	2%	-7%
MBNL1 CUG block	-8%	-5%	/	-3%	?	/	?	-6%
RORgamma inh	6%	?	/	6%	6%	/	-17%	17%
Gal4-VP16 FLuc	23%	-24%	/	-9%	3%	/	3%	-21%
p53 reactivation	-1%	-2%	-4%	-1%	?	0%	1%	-6%

(17) COc1ccc(/C(CC2OC(=O)c3ccccc32)=N\NC(N)=O)cc1 (stereo unspecified)
(18) CCc1cc2c(=O)c(-c3nc4ccccc4[nH]3)coc2c(CN2CCCCC2)c1O
(19) O=C(CN1CCC(Cc2ccccc2)CC1)NC(=O)NC1CCCCC1
(20) Nc1nc(CN2CCN(Cc3ccc4c(c3)OCO4)CC2)nc(Nc2ccccc2)n1
(21) O=C(COc1ccc([N+](=O)[O-])cc1)N(Cc1ccccc1)Cc1ccccc1
(22) Cc1onc(-c2ccccc2Cl)c1C(=O)N1CCCc2ccccc21
(23) Cc1c(CCC(=O)NCCC(=O)O)c(=O)oc2c(C)c3oc4c(c3cc12)CCCC4
(24) C=CCN1C(=O)C(CC(=O)Nc2ccc(OCCC)cc2)N(CCCN2CCN(Cc3ccccc3)CC2)C1=S (stereo unspecified)

assay / compound	17	18	19	20	21	22	23	24
ELG1 genotoxic	0%	-4%	-6%	-4%	-7%	-6%	5%	14%
uPA generation	1%	3%	1%	2%	-35%	-26%	0%	-2%
FLuc counter	1%	?	2%	-15%	2%	1%	?	4%
BRCA1 expr act	-19%	12%	-1%	18%	-26%	-54%	-12%	-93%[inhibitor]
Rab9 promoter act	-2%	2%	-3%	-12%	-4%	9%	12%	-6%
NPC1 prom act	-1%	7%	-1%	-2%	-5%	2%	-4%	-6%
MBNL1 CUG block	0%	-18%	-3%	-15%	15%	2%	14%	-3%
RORgamma inh	-10%	24%	7%	18%	?	-16%	-25%	?
Gal4-VP16 FLuc	-5%	-5%	0%	-7%	15%	-2%	-21%	?
p53 reactivation	7%	7%	2%	-4%	-16%	-7%	-8%	-6%

(25) CN1CCN(C(=O)c2cc3c(=O)n4ccccc4nc3s2)CC1
(26) CCC(=O)Nc1cc(-c2nn(C)c(=O)c3ccccc23)ccc1N1CCOCC1
(27) CC1CC(C)CN(S(=O)(=O)N2CCC(C(=O)NCCC3=CCCCC3)CC2)C1 (stereo unspecified)
(28) CC1CN(C(=S)Nc2cccc([N+](=O)[O-])c2)CC(C)O1 (stereo unspecified)
(29) COc1ccc(CC(=O)N2CCc3cc(OC)c(OC)cc3C2)cc1
(30) COc1c2ccoc2nc2c(OC)c(OCC(OC(C)=O)C(C)(C)O)ccc12 (stereo unspecified)
(31) COc1ccc(-c2cc(NCCc3ccncc3)n3ncnc3n2)cc1
(32) Cc1nn(C(C)C(=O)N2CCc3ccccc3C2)c(=O)c2cc3occc3n12 (stereo unspecified)
(33) O=C(Nc1ccc(Cl)cc1)N1CCN(C(=O)C2CCCO2)CC1 (stereo unspecified)
(34) O=C(CSc1nc(=O)n2cc(Cl)ccc2n1)NCCc1ccccc1
(35) CNC(=O)c1cc(C(=O)c2ccccc2C(F)(F)F)c[nH]1

assay / compound	25	26	27	28	29	30	31	32	33	34	35
ELG1 genotoxic	15%	?	2%	8%	1%	2%	-2%	-7%	-3%	4%	-1%
uPA generation	-1%	-6%	-4%	-7%	1%	-3%	2%	2%	3%	-20%	3%
FLuc counter	-1%	-1%	-2%	1%	4%	-15%	-15%	-3%	2%	2%	1%
BRCA1 expr act	21%	-40%	-16%	0%	11%	8%	-16%	-24%	19%	-32%	-27%
Rab9 promoter act	13%	5%	-2%	-7%	0%	-3%	-2%	12%	8%	-3%	-5%
NPC1 prom act	16%	-4%	-5%	-2%	-1%	0%	-2%	9%	-1%	-2%	-6%
MBNL1 CUG block	?	13%	-16%	?	-4%	?	-5%	13%	-4%	/	-4%
RORgamma inh	-33%	-10%	-6%	-2%	24%	-11%	4%	?	5%	/	5%
Gal4-VP16 FLuc	18%	13%	8%	4%	13%	-5%	?	-1%	1%	/	-10%
p53 reactivation	14%	-4%	3%	15%	-5%	0%	-8%	-7%	-12%	-4%	9%
